# Compound activity from PubChem.
# 15-hLO-2 inh: qHTS Assay for Inhibitors of 15-hLO-2 (15-human lipoxygenase 2) | purified 15hLO-2, xylenol orange hydroperoxide absorbance | Potency, µM (titrated, usually from 57.1 µM), without a hit: at the top dose activity change, negative = inhibition, usual class: inhibitors | 110,000 tested, 0.56% active; also: potency is read from the fitted curve at half-maximal effect; nearly all actives have a fitted effect of over 60% in size; many of its hits are not listed in these tables
#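 Enzyme 50 nM, AA 45 uM, 25 mM Hepes pH 7.5 + 0.01% Triton X-100; cpd preinc 15 min RT, rxn 90 min RT; stop/detect with 200 uM XO + 300 uM Fe(II) in 50 mM H2SO4, 30 min; A573/A405.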
# IMPase inh: qHTS Assay for Identifying the Cell-Membrane Permeable IMPase Inhibitors | AID 901, 2007 | Inositol monophosphatase 1 (Rattus norvegicus), P97697 | 120,000 tested, under 10 active | inhibition (IP1 accumulation), % at 46.1 µM | CHO-M1 cells, IP1 accumulation, HTRF TR-FRET ratio; active = well fitted curve in the direction sought with a large enough effect in the signal ratio, not every such curve was filed as active; inconclusive = small, poorly fitted or top-dose-only effect, or a change in a side signal; inactive = no such curve, though single readings can be large or run the other way; the % refers to the signal ratio;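 also: cells stimulated with carbachol in lithium chloride buffer; plate controls were DMSO basal wells for no effect and reference inhibitor wells for full effect; higher means more IMPase inhibition seen as more IP1 and lower FRET ratio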
# Target sequence (P97697 whole entry, looked up): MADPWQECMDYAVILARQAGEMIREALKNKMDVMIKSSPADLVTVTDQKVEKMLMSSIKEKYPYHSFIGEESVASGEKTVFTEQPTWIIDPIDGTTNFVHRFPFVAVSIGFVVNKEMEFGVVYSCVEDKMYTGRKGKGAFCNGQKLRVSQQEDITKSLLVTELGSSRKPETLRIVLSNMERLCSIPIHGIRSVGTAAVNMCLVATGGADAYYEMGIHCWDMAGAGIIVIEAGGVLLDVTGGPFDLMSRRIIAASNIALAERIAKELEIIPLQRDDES
#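 CHO-M1 cells (CHO stably expressing M1 receptor), compound up to 46 uM final, stimulated with carbachol (50 uM as added) in buffer with 50mM LiCl, pH 7.4, 30 min at 37C. Cytosolic IP1 read by TR-FRET; AC50 from Hill fits.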
# 12-hLO inh: qHTS Assay for Inhibitors of 12-hLO (12-human lipoxygenase). Polyunsaturated fatty acid lipoxygenase ALOX12 (Homo sapiens), P18054. purified 12-hLO, xylenol orange hydroperoxide absorbance. Potency, µM (titrated, usually from 57.1 µM), for the others: at the highest dose activity change, negative = inhibition, usual class: inhibitors. 150,000 tested, 0.12% active; also: potency is read from the fitted curve at half-maximal effect; nearly all actives have a fitted effect of over 55% in size; many of its hits are not listed in these tables
# Target sequence (P18054 whole entry, looked up): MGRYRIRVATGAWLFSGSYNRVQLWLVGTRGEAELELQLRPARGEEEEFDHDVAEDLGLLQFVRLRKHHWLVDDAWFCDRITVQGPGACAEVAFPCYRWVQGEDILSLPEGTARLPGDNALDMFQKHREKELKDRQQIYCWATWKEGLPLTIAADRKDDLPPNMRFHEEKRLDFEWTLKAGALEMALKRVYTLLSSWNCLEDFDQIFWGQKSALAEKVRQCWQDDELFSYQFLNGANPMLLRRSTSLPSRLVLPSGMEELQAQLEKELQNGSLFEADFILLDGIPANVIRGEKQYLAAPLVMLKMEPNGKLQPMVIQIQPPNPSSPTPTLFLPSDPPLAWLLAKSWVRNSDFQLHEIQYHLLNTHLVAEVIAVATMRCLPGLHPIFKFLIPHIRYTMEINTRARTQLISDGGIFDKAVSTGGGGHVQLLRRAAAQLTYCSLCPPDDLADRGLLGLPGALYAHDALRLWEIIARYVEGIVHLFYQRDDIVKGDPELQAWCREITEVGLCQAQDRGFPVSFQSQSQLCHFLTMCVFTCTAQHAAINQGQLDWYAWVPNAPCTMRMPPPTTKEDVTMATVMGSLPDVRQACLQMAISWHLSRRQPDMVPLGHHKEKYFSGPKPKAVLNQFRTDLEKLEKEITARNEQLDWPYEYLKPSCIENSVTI
#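 Purified human 12hLO (150 nM final) was preincubated with compounds for 15 min at room temperature in 25 mM Hepes pH 7.0, 0.01% Triton X-100, then reacted with 40 uM arachidonic acid for 30 min. Hydroperoxide was detected with ferrous iron/xylenol orange.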
# PNC inhibitor: High Content Assay for Compounds that inhibit the Assembly of the Perinucleolar Compartment. PC3M PTB-GFP, PNC prevalence imaging, 16 h; hits give low values. activity change (PNC), negative = inhibition, % at 10 µM. 140,000 tested, 3.1% active. AID 2417, 2010;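 active = readout at or below -70, meaning at least 70% loss of cells showing the perinucleolar compartment, a nuclear body marking cancer cells; inconclusive = readout between -30 and a set limit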;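 also: plate controls were DMSO wells for no effect and camptothecin positive control wells for full effect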
#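 PC3M cells stably expressing PTB-GFP, 750–1000 cells/well, treated 16 h at 37 °C with compound (23 nl of library stock), in duplicate. After paraformaldehyde fixation and Hoechst stain, imaged at 20x; PNC prevalence scored by image analysis.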
# Active calls of the source: *; u = inconclusive; x = not tested or not shown; & = joins results of further samples; [ ] = dose if it differs, or a comment. Unless noted, calls follow the shape of the dose curve; as a rule, active = well fitted curve in the direction sought with a large enough effect; inconclusive = small, poorly fitted or top-dose-only effect, or another doubt; inactive = no such curve, though single readings can be large; an effect the other way counts as inactive or inconclusive. Unless noted, % is scaled to controls: 0 for no effect and ±100 for the full control effect.
PNC inhibitor	15-hLO-2 inh	IMPase inh	12-hLO inh	SMILES
15.2	u	1.8	-9.5%	Cc1ccc(NC(=O)CN2C(=O)S/C(=C\c3cccn3-c3cccc(C(=O)O)c3)C2=O)c(C)c1
70.6	-2.9%	-2.4	1.4%	C=CCn1c(=S)[nH]c2nc3c(cc2c1=O)COC(C)(C)C3
-2.9	x	x	-3.3%	CCOc1cccc(C(=O)NC(=S)Nc2cccnc2)c1
16.7	x	x	-0.7%	Cc1cc(C)nc(SCC(=O)Nc2ncccn2)n1
u	x	x	-2.2%	CN1c2ccccc2-c2nc3ccccc3n2C1c1cccs1 (configuration not stated)
44.9	x	x	-2.4%	C[C@@H]1CC[C@@]2(O[C@H](CCO)C[C@@H](O)[C@@H]2O)O1
-10.6	x	-5.6	-0.1%	Cc1ccc(NC(=O)C2(c3cccs3)CCOCC2)cc1C
43.8	1.5%	3.7	-0.6%	Cn1nnnc1SCSc1nnnn1C
28.0	-0.1%	10.8	-2.6%	O=C1CC(c2ccncc2)c2cc3c(cc2N1)OCO3 (configuration not stated)
65.9	x	x	-0.4%	O=C(CNS(=O)(=O)c1ccc(F)c(Cl)c1)N1CCCCCC1
22.5	x	u	-11.8%	O=C(Nc1ccccc1F)c1ccc(COc2ccc(Cl)cc2Cl)o1
-2.7	-12.6%	8.5	-3.6%	Cc1nc2nc(SCC(=O)NCc3ccco3)nn2c(C)c1Cc1ccccc1
6.6	x	5.2	-6.3%	CC(C)[C@H](NC(=O)c1ccccc1Cl)C(=O)OCc1cc([N+](=O)[O-])cc2c1OCOC2
29.0	-6.1%	-3.6	2.5%	COc1cc(C)c(Cl)cc1S(=O)(=O)NCCN1CCOCC1
-21.1	-1.9%	-3.1	-2.7%	Brc1ccc(-n2cccc2/C=N/n2cnnc2)cc1
-21.8	x	x	-3.1%	CCn1nc(C)c(/C=N/NC(=O)Cn2nccc2C)c1C
u	30.1%[activator]	1.9	-3.1%	CN(CCOCCOc1ccc2ccccc2c1)Cc1ccccc1
3.6	x	14.3	-4.5%	COc1cccc(NC(=O)C2C3C=CC4(O3)C2C(=O)N(C(C)C)C4C(=O)NC2CCCCC2C)c1 (configuration not stated)
29.8	20.8%	0.8	-6.7%	c1ccc(C(c2c[nH]c3ccccc23)c2c[nH]c3ccccc23)nc1
u	6.4%	-7.8&1.6	-6.3%	COc1ccc(N2CCN(C(=O)Nc3cccc(C(F)(F)F)c3)CC2)cc1
24.8	-1.8%	3.4	1.7%	CCOC(=O)c1ccc(NC(=O)COc2ccc(S(=O)(=O)N3CCCC3)cc2)cc1
-0.4	1.2%[11.4 µM]	-11.2[1.84 µM]	2.1%	Cc1cc([N+](=O)[O-])c(N2CCC[C@@H]2C(=O)O)c([N+](=O)[O-])c1
113.7	-0.9%	-0.2	4.3%	CC1(C(=O)N2CC3(CC(c4cccc([N+](=O)[O-])c4)=NO3)C[C@H]2C(=O)NCC(N)=O)CC1 (some centres not stated)
24.2	-4.2%	15.1	-1.3%	CCOc1ccccc1N1CCN(C(=O)c2ccccc2)CC1
44.1	6.9%	-5.5	-1.4%	CC(=O)NC1(C(F)(F)F)C(=O)Nc2c1c(=O)[nH]c(=O)n2Cc1ccco1 (configuration not stated)
u	-15.9%	2.4	-7.3%	O=C(CSc1nnc(-c2cnccn2)n1Cc1ccco1)c1ccc2ccccc2c1
41.0	x	2.3	-5.4%	Cc1cccc(-n2nnnc2SCc2csc(-c3ccccc3)n2)c1
u	0.2%	1.9	2.8%	CCn1c(SCC(=O)Nc2nc(C)cs2)nnc1C(NC(=O)c1ccccc1Cl)C(C)C (configuration not stated)
-17.9	x	x	-0.9%	CCN(CC)S(=O)(=O)c1ccc2c(c1)c(=O)c(C(=O)NCc1ccc3c(c1)OCO3)cn2C
9.1	-8.2%	12.1	-6.1%	CCCn1cc(SCC(=O)Nc2ccc3c(c2)OCO3)c2ccccc21
44.7	7.6%	2.2	-0.2%	COc1cccc(CNC(=O)c2ccc3nc[nH]c3c2)c1
-0.2	x	x	3.6%	CCOC(=O)c1ccc[n+](CC(=O)c2ccccc2)c1
x	-20.3%	-3.1[20.6 µM]	-10.7%	Cc1c(Cl)cccc1Nc1ccccc1C(=O)O
60.1	-27.8%	-1.7	-7.3%	CCOC(=O)C1/C(=N\O)CC(C)(O)C(C(=O)OCC)C1c1ccc(N(C)C)cc1 (configuration not stated)
16.4	-1.2%	9.5	-5.7%	CCOC(=O)CSc1nnc(CNc2ccccc2Cl)n1-c1ccccc1
5.3	x	7.6	-0.4%	O=C(COC(=O)C1(c2ccccc2F)CCCC1)N1CCc2ccccc21
21.1	3.9%	2.4	2.0%	c1cncc(CNc2nc(N3CCOCC3)nc(N3CCOCC3)n2)c1
99.8	53.5%[activator]	12.5	4.2%	O=C(NC1CCCCC1)C(c1ccncc1)N(Cc1ccccc1)C(=O)c1ccc(-c2ccccc2)[nH]1 (configuration not stated)
1.5	2.9%	2.8	-2.3%	OC(COc1ccc(Br)cc1)CN1CCOCC1 (configuration not stated)
20.0	-4.6%	1.7	-2.6%	CSCC[C@@H](Nc1nc(-c2ccccc2)nc2c1oc1ccccc12)C(=O)O
-21.6	x	x	-1.9%	CSc1ccc(/C=N/NC(=O)c2ccc(C)c(C)c2)cc1
u	u	1.7	-28.8%	S=c1[nH]nc(-c2cc(-c3ccco3)[nH]n2)n1-c1cccc2ccccc12
-8.1	x	x	-1.5%	CCn1c(SCC(=O)Nc2cccnc2Cl)nnc1-c1ccccc1
u	-15.6%	2.6	-1.2%	Cc1ccc(Cn2c(SCC(C)C)nc3c2c(=O)[nH]c(=O)n3C)cc1
47.7	u	4.1	1.1%	CC(C)(C)NS(=O)(=O)c1ccc(NC(=O)c2cc(-c3ccccc3)nc3ccccc23)cc1
35.0	x	4.0	-0.4%	c1ccc(CN2CCN(CCCNc3ccc4nnc(-c5ccccc5)n4n3)CC2)cc1
1.3	x	x	-1.4%	CC(=O)c1ccc(NC(=O)/C=C/c2ccc(C)cc2)cc1
3.9	6.6%	2.4	18.4%	O=C1C(=C(O)c2ccccc2)C(=O)c2ccccc21
16.1	-29.4%	3.8	-3.4%	N#Cc1cccc(NC(=O)N2CCC(c3nc4c(nnn4Cc4cccc(Cl)c4)c(=O)[nH]3)CC2)c1
u	11.6%	13.0	-2.3%	Clc1ccc(-c2noc(CN3CCCC3)n2)cc1
-7.0	-1.7%	-3.2	1.2%	C=CCSc1nnc(-c2sc(-c3ccccc3)nc2C)n1C
-17.3	0.0%	-3.7	6.1%	CN(C)C(=O)CSCc1c(Cl)cccc1Cl
19.3	1.1%	12.7	0.1%	Cc1ccccc1-c1nnc(SCC(=O)NCc2ccc3c(c2)OCO3)n1C
u	3.5%	6.8	-6.5%	COC(=O)c1cccnc1-n1c(=O)c2cccnc2n(Cc2ccc(Cl)cc2)c1=O
u	4.7%	6.9	-9.6%	O=C(c1ccc(Cl)cc1)c1ccc(OCC(O)CN2CCOCC2)cc1 (configuration not stated)
10.3	4.5%	0.4	u	COc1ccc(C2CC(c3ccc(Cl)cc3Cl)Nc3nc(N)nn32)cc1 (configuration not stated)
x	17.3%	x	-1.3%	COc1ccc(CNc2nc(-c3ccc(C(=O)N(C)C)cc3)nc3ccccc23)c(OC)c1
u	u	-0.9	-14.0%	O=C(Cc1cccs1)Nc1ccc(S(=O)(=O)N2CCCCC2)cc1
u	x	x	0.1%	CC1CC(C)(C)NC(=S)N1CC(=O)NCc1ccc(Cl)cc1 (configuration not stated)
5.0	3.1%	-0.1	2.9%	CCn1c(CSc2nc3ccccc3s2)nnc1SCC(N)=O

# (further entries)
PNC inhibitor	15-hLO-2 inh	IMPase inh	12-hLO inh	SMILES
-90.4*	14.1%	-2.8	-4.4%	CCCn1nc(NC(=O)c2cccs2)c2cc3cc(OC)ccc3nc21
-10.9	x	x	-5.0%	Cc1ccc2nsnc2c1NC(=O)CCc1ccccc1
3.0	6.1%	5.1	10.0%	CC(=O)NC(C1C(=O)CC(C)(C)CC1=O)(C(F)(F)F)C(F)(F)F
-11.3	-7.5%	7.7	-9.6%	Cc1[nH]nc(N2CCCCC2)c1[N+](=O)[O-]
-23.5	x	8.0	-1.6%	O=C(c1ccccc1F)N(NC(=O)C(O)(c1ccccc1)c1ccccc1)c1ccccc1
36.8	-14.1%	6.2	-5.0%	O=C1c2ccccc2-c2c1cccc2C(=O)N1CCN(C(=O)c2ccco2)CC1
u	0.4%[2.29 µM]	-1.3	0.5%	Cc1cc(Cl)c(OCCCn2cncn2)c(Br)c1
-12.3	4.4%	1.6	-0.9%	O=S(=O)(Nc1ccc(Cl)c(C(F)(F)F)c1)c1cnc[nH]1
-17.0	x	7.0	2.0%	O=S1(=O)CC(O)C(Nc2ccc(Cl)cc2)C1 (configuration not stated)
17.2	5.3%	-10.6	8.4%	O=C(Nc1cccc2ncccc12)c1cccnc1
16.6	x	-15.2	0.2%	Cc1csc2ncc(C(=O)NCc3ccccn3)c(=O)n12
15.9	-9.8%	-1.9	-1.0%	CN1CCN(S(=O)(=O)c2ccc(NC(=S)NC(=O)c3ccccc3)cc2)CC1
x	2.3%	x	8.2%	COc1ccccc1CN1CC2(CCN(C(=O)c3cc(C(F)(F)F)cc(C(F)(F)F)c3)CC2)C1
-19.1	x	-0.5	-1.9%	CCOC(=O)c1sc(Nc2nc3cc4c(cc3s2)OCO4)cc1C
-9.1	x	x	0.7%	CC(C)c1ccc(/C=N/Nc2ccc(C(=O)O)cc2)cc1
58.0	x	-4.4	-3.0%	O=C(CCc1nc2ccccc2[nH]1)NC1CCCCC1
u	1.5%	3.2	5.4%	COc1ccc(-n2c(Cc3cc(=O)[nH]c(=O)[nH]3)nnc2SCC(=O)NC2CCCC2)cc1
-1.1	-21.4%	4.7	-4.5%	C=CCn1c(O)c(N=NC(=O)CNC(=O)/C=C/c2ccco2)c2ccccc21
u	-12.3%	8.5	-7.0%	O/N=C(\COc1ccccc1O)c1ccccc1
21.6	-6.4%	0.8	-2.7%	CNC(=O)c1ncnnc1N(C)C(=O)NCc1ccccc1
30.6	-6.1%	3.2	-1.8%	Cn1c(=O)[nH]c(=O)c2c1nc(Br)n2CCCCSc1nc2ccccc2o1
15.1	-4.0%	-0.9	-0.7%	O=C(Nc1ccccc1C(=O)NCc1ccc(Cl)cc1)c1ccco1
x	43.3%[activator]	x	-1.8%	CCCn1c(-c2ccc(F)cc2)nc2c(NCCN3CCCCC3)nc(C)nc21
u	-6.5%	-4.8	0.8%	CCCC(C)NC(=O)COC(=O)c1ccc(Cl)c(S(N)(=O)=O)c1 (configuration not stated)
-27.1	x	x	0.0%	COc1ccc(N2CCN(CC(=O)N3N=CCC3c3ccccc3)CC2)cc1 (configuration not stated)
x	0.8%	x	-3.5%	COC(=O)[C@@]1(Cc2ccccc2)[C@H]2c3cc(C(=O)N(C)C)n(Cc4ccc(S(C)(=O)=O)cc4)c3C[C@H]2CN1C(=O)c1ccccc1

# Profiles, quoted from the list:
# Shown for O=C(CCc1nc2ccccc2[nH]1)NC1CCCCC1 = PNC inhibitor: 58.0; 15-hLO-2 inh: x; IMPase inh: -4.4; 12-hLO inh: -3.0%
# Shown for CCCC(C)NC(=O)COC(=O)c1ccc(Cl)c(S(N)(=O)=O)c1 (configuration not stated) = PNC inhibitor: u; 15-hLO-2 inh: -6.5%; IMPase inh: -4.8; 12-hLO inh: 0.8%

# The list is partial; count on the stated rates, not on these rows.
